Vc quorum ag: inducers of Vibrio cholerae quorum light production without autoinducers, primary screen, BH1578 luxS cqsA deficient, single point; activation, % at 18.7 µM; AID 588436, 2011; V. cholerae BH1578 lux reporter, luminescence, 6 h; 0.16% of 350,000 active; in the data active means activation mostly above about 9.7%, no sharp cut-off; inconclusive means no clear call, values can overlap the other calls; inactive means mostly below about 3.7%; further: not every result past the cut was called active; inactives centre near 0; reference of the scale not given here
GDH-TPI inh: GDH-TPI coupling enzyme inhibitors, primary screen, artefact control for M. tuberculosis FBA inhibitor project, biochemical, absorbance, full deck; AID 588335, 2011; inhibition, % at 4.8 µM; GDH-TPI coupled enzyme counterscreen, NADH absorbance; 1.2% of 360,000 active; in the data active means inhibition above about 30%;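 further: 0% = DMSO wells and 100% = wells lacking the enzyme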
Y pestis TopoI: Yersinia pestis topoisomerase I inhibitors, primary screen, biochemical, cleavage product accumulation, plate reader, single point | DNA topoisomerase I (Yersinia pestis CO92) | AID 504884, 2011 | activity, % at 10 µM | Y. pestis Topo-I cleavage product accumulation | 0.064% of 360,000 active; in the data active means activity above about 50%, passing the limit was not always enough; inconclusive means no clear call, values can overlap the other calls; further: inactives centre near 2
FadD28 binding: inhibitors of FadD28 bisubstrate probe binding, primary screen, biochemical, fluorescence polarization, single point; 0.22% of 360,000 active; inhibition, % at 12.5 µM; Mycobacterium tuberculosis FadD28 fatty-acid-AMP ligase; AID 588549, 2011; in the data active means inhibition above about 8.5%, passing the limit was not always enough; inconclusive means no clear call, values can overlap the other calls
FBA Mtb inh: Mtb FBA enzyme inhibitors, primary screen, biochemical, fluorescence, strain H37Rv | inhibition, % at 1 µM | purified M. tuberculosis FBA, fluorescence read-out | 2.3% of 360,000 active | Fructose-bisphosphate aldolase (Mycobacterium tuberculosis (strain ATCC 25618 / H37Rv)), … | AID 588726, 2011; in the data active means inhibition above about 27%;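 further: 0% = vehicle and 100% = reference inhibitor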
Target sequence (P9WQA3 whole entry, looked up): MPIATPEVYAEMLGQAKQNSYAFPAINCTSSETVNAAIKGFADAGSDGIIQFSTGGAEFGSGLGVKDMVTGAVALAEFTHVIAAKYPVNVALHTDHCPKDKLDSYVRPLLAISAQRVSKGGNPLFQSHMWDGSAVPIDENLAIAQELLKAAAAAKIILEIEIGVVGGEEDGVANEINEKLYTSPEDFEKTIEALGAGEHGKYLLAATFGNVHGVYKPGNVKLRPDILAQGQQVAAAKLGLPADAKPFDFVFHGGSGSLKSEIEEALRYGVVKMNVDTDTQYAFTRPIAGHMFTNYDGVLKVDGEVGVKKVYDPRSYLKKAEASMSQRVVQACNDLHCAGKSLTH
PfHsp40 yeast: rescue of yeast from PfHsp40 toxicity, primary screen, S. cerevisiae, ATP luminescence. S. cerevisiae expressing PfHsp40, growth rescue. growth rescue, % at 12.5 µM. 0.68% of 340,000 active. AID 504582, 2011; in the data active means growth rescue above about 28%, passing the limit was not always enough; inconclusive means no clear call, values can overlap the other calls;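 further: yeast W303a lacking pdr1 and pdr3 grown in galactose medium; growth measured after three days at 30 °C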
TcdB GH inh: TcdB glycohydrolase inhibitors, primary screen, biochemical, single point, plate reader | TcdB glycohydrolase enzymatic assay | inhibition, % at 9.99 µM | 0.24% of 350,000 active | AID 652162, 2013; in the data active means inhibition above about 10%
UGM FP inh: M. tuberculosis UGM enzyme inhibitors, primary screen, biochemical, fluorescence polarization, single point. purified UGM, fluorescence polarization probe displacement. UDP-galactopyranose mutase (Mycobacterium tuberculosis (strain ATCC 25618 / H37Rv)), …. inhibition, % at 10 µM. 0.06% of 320,000 active; in the data active means inhibition above about 10%, passing the limit was not always enough; inconclusive means no clear call, values can overlap the other calls
Target sequence (P9WIQ1 whole entry, looked up): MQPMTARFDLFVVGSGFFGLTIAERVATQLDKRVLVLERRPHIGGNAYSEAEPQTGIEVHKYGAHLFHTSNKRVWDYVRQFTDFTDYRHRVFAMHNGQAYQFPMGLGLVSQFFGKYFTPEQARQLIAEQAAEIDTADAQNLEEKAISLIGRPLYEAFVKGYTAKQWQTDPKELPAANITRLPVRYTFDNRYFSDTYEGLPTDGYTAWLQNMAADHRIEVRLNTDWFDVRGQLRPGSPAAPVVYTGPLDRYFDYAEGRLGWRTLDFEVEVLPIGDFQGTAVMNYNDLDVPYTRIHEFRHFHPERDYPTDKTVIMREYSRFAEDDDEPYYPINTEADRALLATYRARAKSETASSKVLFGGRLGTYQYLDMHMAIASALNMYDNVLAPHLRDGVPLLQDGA
Mtb BioA inh: M. tuberculosis BioA enzyme inhibitors, primary screen, biochemical, plate reader, single point, HTS. 7,8-diaminopelargonic acid synthase BioA (Mycobacterium tuberculosis). purified M. tuberculosis BioA enzyme. inhibition, % at 9.99 µM. 0.096% of 360,000 active; in the data active means inhibition above about 40%; inconclusive means no clear call, values can overlap the other calls
* = called active by the depositor; i = inactive; ? = inconclusive; / = not tested or not shown.

SMILES | Vc quorum ag | GDH-TPI inh | Y pestis TopoI | FadD28 binding | FBA Mtb inh | PfHsp40 yeast | TcdB GH inh | UGM FP inh | Mtb BioA inh
FC(F)(F)c1ccc(Cl)c(-n2c(Cc3cccs3)n[nH]c2=S)c1 | i | -1 | 4 | 2.4 | 1 | -0.6 | 8.0 | 2.1 | 7.8
CC1(C)Cc2ccccc2C(=C(C#N)C#N)N1 | -0.4 | 0 | 6 | 0.5 | -1 | -0.6 | / | 0.0 | /
Cc1ccc2c(c1)N=C(c1ccccc1)CC(C(Cl)Cl)=N2 | i | 23 | -11 | -1.3 | 9 | 1.6 | 2.6 | 3.6 | 2.9
CCOC(=O)C(C(=O)N(C)C)c1ncc(C(F)(F)F)cc1Cl (stereo unspecified) | i | 14 | 10 | -1.7 | -4 | -0.3 | / | -0.5 | -0.1
Cc1ccc(C(=O)N(Cc2nnc(-c3ccc(Cl)cc3)o2)C2CC2)o1 | i | 2 | 13 | -0.8 | 1 | 0.2 | 0.4 | 3.5 | 1.3
CCn1c2ccccc2c2nnc(SCCN3CCCCC3)nc21 | i | 9 | 0 | -0.9 | 2 | 0.1 | 1.3 | -0.5 | -0.3
O=C(C1CC1)N1CCN(c2ccc([N+](=O)[O-])cc2)CC1 | i | 6 | 8 | -0.2 | -9 | / | -0.7 | -0.4 | 1.7
CC(=O)c1ccc(NC(=O)CCn2c(=S)oc3ccccc32)cc1 | i | 1 | 8 | -3.0 | 2 | -1.4 | 0.7 | -0.2 | -0.3
Cc1ccc(-c2cc(C(=O)O)n(-c3ccc(S(N)(=O)=O)cc3)n2)cc1 | 0.2 | -1 | 2 | 0.0 | 4 | 2.4 | 0.0 | -0.5 | -1.8
COCCOC(=O)c1[nH]c2c(c1C)C(=O)CC(c1ccc(OC)cc1)C2 (stereo unspecified) | i | -1 | 0 | -2.2 | 0 | 0.5 | 0.7 | 1.2 | 3.0
COC(=O)[C@H]1[C@@H](C)N(CCc2cc(OC)c(OC)c(OC)c2)C(=O)N[C@H]1c1ccccc1 | i | 5 | 11 | -5.0 | 0 | 0.6 | 0.4 | 4.7 | -1.3
CCOc1cc(/C=N/NC(=O)c2ccc(-c3csc(Nc4ccc(C)cc4)n3)cc2)ccc1OCC(=O)O | 0.2 | 22 | -3 | -4.4 | 5 | 0.1 | -0.4 | / | /
CC(C)(C)c1ccc(C(=O)N2CCN(CCNC(=O)C(=O)NCc3ccc(Cl)cc3)CC2)cc1 | -0.6 | 1 | 26 | -7.2 | 1 | 1.0 | / | 1.4 | -1.6
CC(C)Cc1nnc(NC(=O)CSc2ncn[nH]2)s1 | i | 7 | -10 | 0.3 | 4 | 0.1 | / | -1.5 | -4.7
CC(=O)Nc1ccc(NC(=O)C2CCN(C(=O)c3ccc([N+](=O)[O-])cc3)CC2)cc1 | -0.3 | -4 | -4 | -2.7 | 1 | 1.9 | -0.2 | 0.0 | /
CCOc1ccc2[nH]c(=O)c(CN(CCN3CCOCC3)Cc3nnnn3C(C)(C)CC)cc2c1 | -1.8 | 13 | -1 | -2.2 | 15 | 0.9 | 0.8 | 0.2 | -0.9
Cn1ncc2c(NNC(=O)c3ccc(Cl)c(Cl)c3)ncnc21 | i | -2 | -6 | -0.2 | -1 | 18 | / | 4.6 | -1.3
CCC[C@H]1CN(c2ccc(OC)cc2)C(=O)[C@@H]1CC(=O)NC | -0.2 | 5 | -3 | 1.1 | 4 | / | -8.5 | / | -3.6
CCCCOc1ccc(C(CC(=O)NC)C(=O)O)cc1 (stereo unspecified) | -0.4 | -9 | 3 | -0.8 | 3 | -0.4 | 1.2 | 1.9 | 1.8
CCC(CC)NC(=O)Nc1ccccc1C | -0.3 | 1 | 2 | -0.7 | -6 | 0.1 | 0.1 | -0.8 | /
O=C(NCc1ccco1)c1csc(Nc2ccccc2Cl)n1 | i | 9 | 8 | 1.8 | -1 | 0.6 | / | 0.3 | 0.5
N/C(COc1ccccc1)=N\NC(=O)c1cccnc1Oc1ccccc1 | -0.5 | -3 | -5 | -0.5 | -2 | -1.5 | / | -0.3 | 3.1
CCc1ccc2[nH]cc(C(=O)N3CCCCCC3)c(=O)c2c1 | i | 14 | 6 | 0.4 | -1 | 1.0 | / | 2.2 | 0.5
COc1ccccc1OCCNC(=O)C1CC(=O)N(Cc2ccccc2)C1 (stereo unspecified) | i | 4 | 8 | -0.8 | 3 | 0.2 | 0.3 | -3.5 | -0.5
O=C(/C=C/c1ccccc1)N1CCN(c2ccccn2)CC1 | i | 11 | -2 | -1.3 | -3 | 1.8 | / | -1.7 | 3.1
COc1ccc(/C(O)=C/C(=O)C(=O)NNC(=O)C(O)(c2ccccc2)c2ccccc2)cc1 | i | -1 | 5 | -2.2 | 8 | 0.1 | / | 1.1 | /
O=C(Nc1cccc(Cl)c1)c1nc[nH]c1C(=O)NCc1ccccc1 | -0.8 | 16 | -2 | -1.8 | 2 | -0.8 | 0.7 | -0.4 | -1.9
Cc1[nH]n(-c2ccc(Br)cc2)c(=O)c1C=Nc1ccc(S(=O)(=O)Nc2nccs2)cc1 | -0.2 | 17 | 13 | 0.2 | -1 | -2.6 | / | 0.3 | -2.7
O=C(Nc1ccccc1)Nc1ccc2snnc2c1 | i | 12 | -6 | -9.1 | -4 | -0.7 | / | 1.3 | 20
CCN1C(=O)[C@@H]2[C@H](C1=O)[C@@H]1C(=O)Nc3ccccc3C(=O)N1[C@@H]2c1cccc(Cl)c1 | i | -12 | -9 | -3.2 | -1 | -0.6 | / | 0.2 | -0.8

An excerpt from above in order of heavy-atom count, falling.
SMILES | Vc quorum ag | GDH-TPI inh | Y pestis TopoI | FadD28 binding | FBA Mtb inh | PfHsp40 yeast | TcdB GH inh | UGM FP inh | Mtb BioA inh
COc1ccc(/C(O)=C/C(=O)C(=O)NNC(=O)C(O)(c2ccccc2)c2ccccc2)cc1 | i | -1 | 5 | -2.2 | 8 | 0.1 | / | 1.1 | /
Cc1[nH]n(-c2ccc(Br)cc2)c(=O)c1C=Nc1ccc(S(=O)(=O)Nc2nccs2)cc1 | -0.2 | 17 | 13 | 0.2 | -1 | -2.6 | / | 0.3 | -2.7
CCN1C(=O)[C@@H]2[C@H](C1=O)[C@@H]1C(=O)Nc3ccccc3C(=O)N1[C@@H]2c1cccc(Cl)c1 | i | -12 | -9 | -3.2 | -1 | -0.6 | / | 0.2 | -0.8
COc1ccccc1OCCNC(=O)C1CC(=O)N(Cc2ccccc2)C1 (stereo unspecified) | i | 4 | 8 | -0.8 | 3 | 0.2 | 0.3 | -3.5 | -0.5
O=C(Nc1cccc(Cl)c1)c1nc[nH]c1C(=O)NCc1ccccc1 | -0.8 | 16 | -2 | -1.8 | 2 | -0.8 | 0.7 | -0.4 | -1.9
CCC[C@H]1CN(c2ccc(OC)cc2)C(=O)[C@@H]1CC(=O)NC | -0.2 | 5 | -3 | 1.1 | 4 | / | -8.5 | / | -3.6
CCCCOc1ccc(C(CC(=O)NC)C(=O)O)cc1 (stereo unspecified) | -0.4 | -9 | 3 | -0.8 | 3 | -0.4 | 1.2 | 1.9 | 1.8
O=C(Nc1ccccc1)Nc1ccc2snnc2c1 | i | 12 | -6 | -9.1 | -4 | -0.7 | / | 1.3 | 20
CCC(CC)NC(=O)Nc1ccccc1C | -0.3 | 1 | 2 | -0.7 | -6 | 0.1 | 0.1 | -0.8 | /

Next section
SMILES | Vc quorum ag | GDH-TPI inh | Y pestis TopoI | FadD28 binding | FBA Mtb inh | PfHsp40 yeast | TcdB GH inh | UGM FP inh | Mtb BioA inh
COCC(=O)OC1CCn2c1nc1c2C(=O)C(C)=C(NC(C)=O)C1=O (stereo unspecified) | i | 0 | 4 | 0.5 | 0 | -1.3 | 0.0 | / | /
O=C(CSCc1ccccc1)N/N=C/c1cc2c(cc1Br)OCO2 | -0.3 | 16 | 25 | -1.1 | -1 | -1.0 | 0.4 | -0.2 | /
S=C(Nc1cccc(Cl)c1)N1CCN(Cc2ccccc2)CC1 | i | -5 | 0 | 1.3 | -3 | 0.3 | 1.9 | -1.8 | -0.3
S=c1[nH]nc(-c2cc(-c3ccccc3)n[nH]2)n1/N=C/c1ccc(Cl)c(Cl)c1 | -0.8 | 3 | -7 | -3.0 | -3 | -1.5 | 1.8 | -8.0 | /
CN(c1ccc(C(=O)NCCSCc2ccccc2)cc1)S(=O)(=O)c1ccccc1 | i | -1 | 20 | ? | 1 | 1.9 | / | 0.9 | /
O=c1[nH]c(-[n+]2ccccc2)c(/C=N/NC([S-])=Nc2ccccc2)s1 | -0.8 | 9 | 2 | -0.6 | -9 | 0.7 | -2.2 | 2.7 | /
COc1ccccc1-c1c(C)oc2c(CN3CCN(C)CC3)c(O)ccc2c1=O | i | 21 | 1 | -2.2 | 143* | 0.3 | / | 2.5 | -1.8
CCOC(=O)/C(C#N)=C(\N)C(C)C(=O)Nc1ccccn1 (stereo unspecified) | i | 6 | 0 | -0.9 | 10 | -0.2 | / | -1.0 | 0.4
Cc1cc(Br)ccc1NC(=O)CNC(=O)CSc1n[nH]c(N)n1 | -5.9 | 6 | -8 | -5.0 | 0 | -0.1 | / | 0.2 | -1.2
Cc1ccc(S(=O)(=O)N2CCCCC2)cc1NC(=O)Cn1ccsc1=N | -0.8 | -1 | -14 | -3.2 | 1 | -1.2 | 0.7 | 0.1 | /
Cc1ccc(N=C2C(=O)Nc3ccccc32)c(C)c1 | i | 2 | 7 | 0.3 | 2 | -1.5 | 2.5 | -3.4 | -0.3
Cc1ccc(CN(CC(=O)NC2CCCC2)C(=O)CSc2nnc(COc3ccccc3)o2)cc1 | i | 7 | 10 | 0.7 | 0 | 0.7 | / | 2.0 | -3.0
CCOC(=O)c1ccc(-c2cc(C)no2)[nH]1 | -0.1 | -1 | 2 | -0.1 | 1 | 1.4 | / | 2.8 | /
CC1(C)CC(=O)C(C=NCCN2CCN(C(=S)Nc3cccc(Cl)c3)CC2)=C(O)C1 | -0.5 | 7 | 10 | -5.6 | -1 | 1.7 | / | 0.9 | 1.9
CN1C[C@@H]2[C@@H]3C(=O)N(C)C(=O)[C@@H]3[C@](C)(C1=O)N2C(=O)c1ccc(C(F)(F)F)cc1 | -0.9 | 0 | -7 | -3.5 | 0 | -0.5 | 1.0 | / | -0.6
OC[C@@H]1CN(Cc2ccco2)C[C@H](n2cnc3c(Nc4ccccc4)ncnc32)O1 | 0.5 | -4 | 2 | -2.0 | 7 | / | 0.7 | / | 0.3
O=C(OCC(=O)N1CCNC1=O)c1ccccc1Cl | -0.6 | 2 | 0 | -0.8 | -3 | / | 1.1 | / | -0.4
Cc1csc2c(N3CCCCC3)ncnc12 | 0.3 | 6 | 4 | -1.3 | 3 | 2.3 | 0.4 | -0.1 | /
Cc1cc(=O)oc2cc(OCC(=O)NC3CCN(Cc4ccccc4)CC3)c(Cl)cc12 | -0.4 | 7 | -1 | 0.7 | 6 | 1.5 | 0.1 | 5.0 | -2.0
CC1(C)CC(=O)C(C=NCCCO)=C(O)C1 | i | 9 | 17 | -1.4 | 4 | 0.4 | / | -1.2 | -1.1
COC(=O)c1cc(-c2ccc(OC)c(OC)c2)c2c(=O)[nH]c(=O)n(C)c2n1 | 1.8 | 16 | 4 | -1.1 | 4 | -0.7 | 1.3 | 1.2 | -0.6
COc1ccc(CNC(=O)C(C)OC(=O)Cn2cnc3c2c(=O)n(C)c(=O)n3C)cc1 (stereo unspecified) | i | 7 | -1 | -2.1 | 6 | -1.0 | -1.0 | / | -1.7
C=CCc1cccc2cc(C(=O)NNC(=O)c3ccncc3)c(=O)oc12 | i | 10 | 2 | -4.1 | -6 | -0.2 | -0.7 | 1.4 | /

Compounds as they come; any-hit rate near 4.6%.
